Compound activity: PubChem, several laboratories
NOD1 inhibition = NOD1 signaling inhibitors, primary screen, cell-based, luminescence, uHTS (AID 1578) | 290,000 tested, 1% active | NOD1-driven NF-kB luciferase reporter cells, luminescence; higher % means a stronger effect | one-dose inhibition, % at 4 µM; EC50 in µM for titrated hits; in the data active means inhibition mostly above about 36%, no sharp cut-off; inactive means mostly below about 34%;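 further: HEK-293T reporter cells stimulated with the NOD1 agonist gamma-tri-DAP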
KOR beta-arrestin-1 = KOR antagonists, beta-arrestin recruitment, cell-based, luminescence, uHTS (AID 1778); KOR beta-arrestin recruitment, luminescence, antagonist mode; higher % means a stronger effect; 290,000 tested, 0.091% active; Kappa-type opioid receptor (Homo sapiens); inhibition, % at 10 µM, or IC50 in µM where a hit was titrated; in the data active means inhibition above about 50%; further: strong numbers were not always called active
West Nile virus CPE = West Nile virus antiviral activity, cell-based, CPE readout (AID 1621). West Nile virus-infected cells, CPE inhibition; higher % means a stronger effect. 290,000 tested, 0.02% active. CPE inhibition, % at 10 µM, or IC50 in µM where a hit was titrated; in the data active means a potency from the dose series; further: strong numbers were not always called active
HIV peptide binding = inhibitors of HIV fusion peptide binding, primary screen, biochemical, uHTS, fluorescence dequenching (AID 1986). cell-free peptide binding, fluorescence dequenching, 30 min; higher % means a stronger effect. one-dose inhibition, % at 20 µM; IC50 in µM for titrated hits. 290,000 tested, 0.3% active; in the data active means inhibition mostly above about 52%, no sharp cut-off; inactive means mostly below about 76%; further: some results filed as inactive read as strong as hits
Dengue-2 NS5 capping = Dengue-2 NS5 methyltransferase inhibitors, primary screen, biochemical, confirmation dose response (AID 588689). Dengue-2 NS5 methyltransferase capping enzyme assay, biochemical; higher % means a stronger effect. one-dose inhibition, % at 25 µM; IC50 in µM for titrated hits. 340,000 tested, 0.3% active; in the data active means a potency from the dose series
GPR55 beta-arrestin = GPR55 agonists via beta-arrestin recruitment, primary screen, imaging, U2OS cells, beta-arrestin-GFP redistribution (AID 1961) | G-protein coupled receptor 55 (Homo sapiens) | U2OS GPR55 beta-arrestin-GFP redistribution imaging; higher % means a stronger effect | activation, % at 10 µM, or EC50 in µM where a hit was titrated | 290,000 tested, 0.048% active;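 active means activation above 40% with more than 50 cells counted in the well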;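 further: U2OS osteosarcoma cells stably expressing GPR55 and beta-arrestin-GFP; plate controls were DMSO negative control for no effect and LPI positive control for full effect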
GPR35 antagonists = GPR35 antagonists blocking zaprinast-driven arrestin recruitment, primary screen, imaging, U2OS, beta-arrestin-GFP, zaprinast agonist (AID 2058); G-protein coupled receptor 35 (Homo sapiens); U2OS GPR35 beta-arrestin-GFP translocation imaging, zaprinast antagonism; higher % means a stronger effect; inhibition, % at 10 µM; hits with a dose series show IC50 in µM; 290,000 tested, 0.052% active;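 active means inhibition of at least 50% with at least 30 cells and total cytoplasm GFP at most 10,000,000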
KOR beta-arrestin-2 = KOR agonists, beta-arrestin recruitment, primary screen, cell-based, luminescence, uHTS (AID 1777). Kappa-type opioid receptor (Homo sapiens). KOR beta-arrestin recruitment, luminescence; higher % means a stronger effect. activation, % at 10 µM, or EC50 in µM where a hit was titrated. 280,000 tested, 0.02% active; in the data active means activation above about 50%, passing the limit was not always enough; further: a part of the inactive calls stands beside numbers as strong as those of hits
GPR55 antagonists = GPR55 antagonists blocking LPI-driven arrestin recruitment, primary screen, imaging, U2OS, beta-arrestin-GFP, LPI agonist (AID 2013); inhibition, % at 10 µM, or IC50 in µM where a hit was titrated; 290,000 tested, 0.13% active; G-protein coupled receptor 55 (Homo sapiens); U2OS GPR55 beta-arrestin-GFP translocation imaging, LPI antagonism; higher % means a stronger effect;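 active means spots per cell inhibited over 60%, with over 100 cells counted and total cytoplasm intensity under 500,000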;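 further: U2OS cells stably carrying GPR55 and arrestin-GFP stimulated by 5 µM LPI near EC80; imaged beta-arrestin-GFP aggregate spots per cell after agonist stimulation; plate controls were LPI-stimulated DMSO wells for no effect and DMSO wells without LPI for full effect; some results filed as inactive read as strong as hits; confirmed hits need IC50 under 10 µM and bright autofluorescent wells are also inconclusive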
Dengue-2 NS5 capping pilot replicate = second read-out of Dengue-2 NS5 capping, no call of its own (marks repeat the call); inhibition, %; measured here: pilot screen replicate inhibition
An asterisk follows results filed as active; [ ] = another dose, or the depositor's remark. This is a subset. The share of hits here may be higher or lower than overall.

`CCOc1cc(C)c(S(=O)(=O)N2CCCC2)cc1C` gave NOD1 inhibition -24.9%, KOR beta-arrestin-1 -20.1%, West Nile virus CPE -0.7%, HIV peptide binding 1.6%, Dengue-2 NS5 capping 1.6%, GPR55 beta-arrestin 0.8%, GPR35 antagonists 13.2%, KOR beta-arrestin-2 1.4% and GPR55 antagonists -2.0%.
`O=C(NCC(=O)N(Cc1cccs1)C(C(=O)NC1CCCC1)c1ccncc1)c1ccco1` (centres undefined) gave NOD1 inhibition 2.3%, KOR beta-arrestin-1 -42.2%, West Nile virus CPE 0.0%, HIV peptide binding 14.4%, Dengue-2 NS5 capping -3.3%, GPR55 beta-arrestin -0.1%, GPR35 antagonists 12.5%, KOR beta-arrestin-2 6.7% and GPR55 antagonists -8.7%.
Screening Oc1c(N=NC(=S)Nc2ccccc2F)c2ccccc2n1Cc1ccccc1Cl returned NOD1 inhibition -2.3%, KOR beta-arrestin-1 -4.2%, West Nile virus CPE -0.3%, HIV peptide binding -4.0%, Dengue-2 NS5 capping -11.7%, GPR55 beta-arrestin 0.6%, GPR35 antagonists 7.4%, KOR beta-arrestin-2 -0.7% and GPR55 antagonists 10.1%.
COCCNC(=O)CCCn1c(=O)c2cc(OC)c(OC)cc2n(CC(=O)c2cccc(OC)c2)c1=O was read as NOD1 inhibition -11.6%, KOR beta-arrestin-1 4.9%, West Nile virus CPE 0.2%, HIV peptide binding 3.1%, Dengue-2 NS5 capping -1.5%, GPR55 beta-arrestin 0.8%, GPR35 antagonists 1.5%, KOR beta-arrestin-2 -7.9% and GPR55 antagonists 88.1%.
Screening Cc1ccc(C(=O)C2C(=O)c3ccccc3C2=O)cc1 returned NOD1 inhibition 6.8%, KOR beta-arrestin-1 36.7%, West Nile virus CPE -0.3%, HIV peptide binding 0.9%, Dengue-2 NS5 capping 1.4%, GPR55 beta-arrestin -0.1%, GPR35 antagonists 0.5%, KOR beta-arrestin-2 -2.6% and GPR55 antagonists 9.8%.
`O=C(NCCN1CCc2ccccc2C1)C1CCN(S(=O)(=O)N2CCCCC2)CC1` gave NOD1 inhibition -12.3%, KOR beta-arrestin-1 -14.1%, West Nile virus CPE -0.2%, HIV peptide binding -2.0%, Dengue-2 NS5 capping -2.0%, GPR55 beta-arrestin -0.1%, GPR35 antagonists 15.5%, KOR beta-arrestin-2 -0.8% and GPR55 antagonists 4.9%.
Screening CCCn1c(SCC(=O)c2cc(OC)ccc2OC)nc2c1c(=O)n(C)c(=O)n2C returned NOD1 inhibition -2.5%, KOR beta-arrestin-1 -8.2%, HIV peptide binding -4.9%, Dengue-2 NS5 capping 4.8%, GPR55 beta-arrestin -0.2%, GPR35 antagonists -7.3%, KOR beta-arrestin-2 -1.9%, GPR55 antagonists 1.8% and Dengue-2 NS5 capping pilot replicate -3.0.
For CC1(C)Cc2c(C#N)c(OCC(=O)c3ccc(Cl)cc3)nc(-c3ccco3)c2CO1 the results were NOD1 inhibition -41.4%, KOR beta-arrestin-1 -9.0%, West Nile virus CPE -0.1%, HIV peptide binding 7.8%, Dengue-2 NS5 capping -4.0%, GPR55 beta-arrestin -0.1%, GPR35 antagonists 10.0%, KOR beta-arrestin-2 -2.5% and GPR55 antagonists 11.7%.
Screening Cc1ccc(S(=O)(=O)c2nnn3c2nc(N2CCN(c4ccccn4)CC2)c2ccccc23)cc1 returned NOD1 inhibition 25.7%, KOR beta-arrestin-1 -17.8%, West Nile virus CPE 0.0%, HIV peptide binding 1.1%, Dengue-2 NS5 capping -11.6%, GPR55 beta-arrestin -0.1%, GPR35 antagonists 43.6%, KOR beta-arrestin-2 0.7% and GPR55 antagonists -10.3%.
For COc1ccc(OCC(=O)Nc2ccc3c(c2)n(C)c(=O)n3C)cc1 the results were NOD1 inhibition -3.9%, KOR beta-arrestin-1 1.4%[20 µM], West Nile virus CPE 0.2%, HIV peptide binding -2.1%, Dengue-2 NS5 capping 1.2%, GPR55 beta-arrestin -0.2%, GPR35 antagonists 13.0% and GPR55 antagonists -8.3%.

The last 2 compounds of the section before come first, to join the parts.
Screening Cc1ccc(S(=O)(=O)c2nnn3c2nc(N2CCN(c4ccccn4)CC2)c2ccccc23)cc1 returned NOD1 inhibition 25.7%, KOR beta-arrestin-1 -17.8%, West Nile virus CPE 0.0%, HIV peptide binding 1.1%, Dengue-2 NS5 capping -11.6%, GPR55 beta-arrestin -0.1%, GPR35 antagonists 43.6%, KOR beta-arrestin-2 0.7% and GPR55 antagonists -10.3%.
For COc1ccc(OCC(=O)Nc2ccc3c(c2)n(C)c(=O)n3C)cc1 the results were NOD1 inhibition -3.9%, KOR beta-arrestin-1 1.4%[20 µM], West Nile virus CPE 0.2%, HIV peptide binding -2.1%, Dengue-2 NS5 capping 1.2%, GPR55 beta-arrestin -0.2%, GPR35 antagonists 13.0% and GPR55 antagonists -8.3%.
For CN1CCN(c2ccc(C(CC(N)=O)NC(=O)Cc3cccc4ccccc34)cc2[N+](=O)[O-])CC1 (centres undefined) the results were NOD1 inhibition -5.0%, KOR beta-arrestin-1 -36.9%[20 µM], West Nile virus CPE 0.4%, HIV peptide binding -0.9%, Dengue-2 NS5 capping 5.9%, GPR55 beta-arrestin -0.2%, GPR35 antagonists 0.1%, KOR beta-arrestin-2 -3.9% and GPR55 antagonists 2.5%.
`O=[N+]([O-])c1ccc(/C=N/Nc2nc3ccccc3o2)cc1` gave NOD1 inhibition -5.9%, KOR beta-arrestin-1 -5.1%, West Nile virus CPE -0.9%, HIV peptide binding -1.8%, Dengue-2 NS5 capping -4.6%, GPR55 beta-arrestin 0.0%, GPR35 antagonists 4.4%, KOR beta-arrestin-2 -4.8% and GPR55 antagonists 2.2%.
Screening Cc1ccc(CN2CCN(Cc3cnc(C)s3)CC2CCO)o1 (centres undefined) returned NOD1 inhibition 2.8%, KOR beta-arrestin-1 -5.3%, West Nile virus CPE -0.4%, HIV peptide binding -1.8%, Dengue-2 NS5 capping 5.5%, GPR55 beta-arrestin -0.3%, GPR35 antagonists 10.1% and GPR55 antagonists 7.9%.
Cc1ccc(C(=O)Nc2ccc(N3CCN(C(=O)c4cccs4)CC3)cc2)c(Cl)c1 was read as NOD1 inhibition 5.3%, KOR beta-arrestin-1 7.0%, West Nile virus CPE 0.1%, HIV peptide binding 4.7%, Dengue-2 NS5 capping -5.1%, GPR55 beta-arrestin -0.2%, GPR35 antagonists 5.6%, KOR beta-arrestin-2 -3.7% and GPR55 antagonists 5.5%.
`CCOC(=O)c1ccc(S(=O)(=O)NNC(=O)COc2ccc(C)cc2)cc1` gave NOD1 inhibition -23.1%, KOR beta-arrestin-1 18.9%, West Nile virus CPE -0.2%, HIV peptide binding 2.1%, Dengue-2 NS5 capping -1.5%, GPR55 beta-arrestin 1.2%, GPR35 antagonists -0.2%, KOR beta-arrestin-2 7.4% and GPR55 antagonists -2.5%.
For NS(=O)(=O)c1ccc(NC(=O)Nc2ccc(S(N)(=O)=O)cc2)cc1 the results were NOD1 inhibition 2.6%, KOR beta-arrestin-1 27.6%, West Nile virus CPE -0.1%, HIV peptide binding -0.7%, GPR55 beta-arrestin 0.6%, GPR35 antagonists 4.0%, KOR beta-arrestin-2 -3.7% and GPR55 antagonists 0.8%.
`O=C(NC(C(=O)N/N=C/c1ccncc1)c1n[nH]c(=O)c2ccccc12)c1ccccc1` (centres undefined) gave NOD1 inhibition -0.8%, KOR beta-arrestin-1 3.2%, West Nile virus CPE -0.1%, HIV peptide binding -0.8%, Dengue-2 NS5 capping 3.5%, GPR55 beta-arrestin 0.1%, GPR35 antagonists -11.2%, KOR beta-arrestin-2 -0.9% and GPR55 antagonists -3.7%.
Screening COc1cc(OC)c(C2C(C(=O)O)c3ccccc3C(=O)N2C)cc1OC (centres undefined) returned NOD1 inhibition -9.0%, KOR beta-arrestin-1 21.8%, West Nile virus CPE -0.1%, HIV peptide binding -2.0%, Dengue-2 NS5 capping -10.2%, GPR55 beta-arrestin -0.1%, GPR35 antagonists 22.3%, KOR beta-arrestin-2 -3.4% and GPR55 antagonists 1.3%.
For CN1CCN(CCCNC(=O)c2nnc(Cc3c(F)cccc3Cl)o2)CC1 the results were NOD1 inhibition -13.5%, KOR beta-arrestin-1 -10.7%, West Nile virus CPE 0.2%, HIV peptide binding -2.2%, Dengue-2 NS5 capping -2.1%, GPR55 beta-arrestin -0.1%, GPR35 antagonists -12.6%, KOR beta-arrestin-2 -1.3% and GPR55 antagonists 1.0%.
Screening CCOc1ccc(/C=C/C(=O)Oc2ccc(OC)cc2)cc1 returned NOD1 inhibition 2.9%, KOR beta-arrestin-1 12.1%, West Nile virus CPE -0.4%, HIV peptide binding -0.5%, Dengue-2 NS5 capping 6.3%, GPR55 beta-arrestin 0.0%, GPR35 antagonists 4.7% and KOR beta-arrestin-2 0.0%.
`O=Cc1ccc(OCC(=O)Nc2ccccc2C(F)(F)F)cc1` gave NOD1 inhibition -31.2%, KOR beta-arrestin-1 -8.8%[20 µM], West Nile virus CPE 0.7%, HIV peptide binding 1.1%, Dengue-2 NS5 capping 0.8%, GPR55 beta-arrestin -0.1%, GPR35 antagonists -9.2%, KOR beta-arrestin-2 -2.0% and GPR55 antagonists -1.8%.
`CCN(CC)c1ccc(/C=N/N2CCN(Cc3ccccc3Cl)CC2)cc1` gave NOD1 inhibition -12.5%, KOR beta-arrestin-1 -12.2%, West Nile virus CPE -1.3%, HIV peptide binding -1.8%, Dengue-2 NS5 capping -12.4%, GPR55 beta-arrestin 0.4%, GPR35 antagonists 5.1%, KOR beta-arrestin-2 -5.9% and GPR55 antagonists 9.2%.
`O=[N+]([O-])c1cccc(S(=O)(=O)N2CCCCC2c2cccnc2)c1` (centres undefined) gave NOD1 inhibition 8.2%, KOR beta-arrestin-1 -18.4%[20 µM], West Nile virus CPE -0.7%, HIV peptide binding -1.6%, Dengue-2 NS5 capping -2.2%, GPR55 beta-arrestin 0.4%, GPR35 antagonists 2.2% and GPR55 antagonists 14.7%.
For O=C(c1ccccc1)c1ccc(OCC(O)CNCc2ccc(F)cc2)cc1 (centres undefined) the results were NOD1 inhibition -5.2%, KOR beta-arrestin-1 6.8%, West Nile virus CPE 0.5%, HIV peptide binding 1.1%, Dengue-2 NS5 capping -2.6%, GPR55 beta-arrestin 0.3%, GPR35 antagonists -1.6%, KOR beta-arrestin-2 -1.1% and GPR55 antagonists -2.0%.
